Mtb RmlCD inh: M. tuberculosis RmlC/RmlD coupled enzyme inhibitors, primary screen, biochemical, compound mixtures, 384-well, from 1536-well plates. dTDP-4-dehydrorhamnose reductase (Mycobacterium tuberculosis (strain ATCC 25618 / H37Rv)) …. RmlC+RmlD coupled enzyme assay, percent inhibition; primary screen in compound mixtures. inhibition, % at 3.6 µM. hit rate 0.03% among 160,000; in the data active = inhibition mostly above about 34%, no sharp cut-off; also: some results filed as inactive read as strong as hits
Target sequence (P9WH09 whole entry, looked up): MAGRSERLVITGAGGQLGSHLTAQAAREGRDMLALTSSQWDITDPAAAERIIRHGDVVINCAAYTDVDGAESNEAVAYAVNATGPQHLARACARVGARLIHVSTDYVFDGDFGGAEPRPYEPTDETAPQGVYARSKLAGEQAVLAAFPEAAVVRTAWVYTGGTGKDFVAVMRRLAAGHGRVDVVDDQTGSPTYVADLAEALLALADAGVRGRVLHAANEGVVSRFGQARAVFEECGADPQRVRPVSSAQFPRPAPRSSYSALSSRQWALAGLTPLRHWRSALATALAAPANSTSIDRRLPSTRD
Target sequence (P9WH11 whole entry, looked up): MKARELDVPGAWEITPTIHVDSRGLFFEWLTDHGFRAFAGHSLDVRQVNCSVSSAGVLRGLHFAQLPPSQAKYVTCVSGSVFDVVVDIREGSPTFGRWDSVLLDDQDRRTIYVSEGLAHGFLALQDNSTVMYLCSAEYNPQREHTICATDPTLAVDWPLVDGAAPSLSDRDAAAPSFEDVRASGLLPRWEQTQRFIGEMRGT
GlmU inhibition: inhibition of mycobacterial GlmU enzyme – biochemical, glucosamine-1-phosphate acetyltransferase (AID 1376); Bifunctional protein GlmU (Mycobacterium tuberculosis (strain ATCC 25618 / H37Rv)); M. tuberculosis GlmU acetyltransferase enzyme assay; higher % means a stronger effect; one-dose inhibition, %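 (tested at 30 µM in the primary screen)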; IC50 in µM for titrated hits; hit rate 0.25% among 220,000; in the data active = inhibition above about 13%;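 also: 0% = complete reaction with vehicle and 100% = reaction without substrate; strong numbers were not always called active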
* = called active by the depositor; . = not tested or not shown. This is a subset; rates above refer to the full screens.

SMILES	Mtb RmlCD inh	GlmU inhibition
O=C(OCC(=O)c1cccs1)c1ccc([N+](=O)[O-])o1	.	-4.8%
COc1cc(C(=O)NNC(=O)c2ccc(NC(=O)C(C)(C)C)cc2)cc(OC)c1OC	3	6.3%
COc1ccc(-c2cc(C(=O)OCC(=O)Nc3ccc4c(c3)OCO4)c3ccccc3n2)cc1	-5	-0.7%
C[C@H]1O[C@H]1P(=O)(O)O	.	11%
CC(=O)OCC(=O)Nc1c(C)cccc1C	-10	-1.4%
O=C1CCCCCN1Sc1ccccc1	.	1.6%
O=C1N/C(=N/N=C/c2ccc(F)cc2)SC1c1ccccc1 (centres undefined)	4	6.4%
CCn1c(SCC(=O)Nc2nc3ccccc3s2)nnc1-c1ccc(OC)cc1	.	1.4%
COc1ccc2cc(C#N)c(NC(C)C)nc2c1	-9	1.5%
CN(C(=O)COC(=O)c1cc(S(=O)(=O)N2CCCCC2)ccc1N1CCOCC1)C1CCS(=O)(=O)C1 (centres undefined)	-8	7.9%
C/C(=N/Nc1nc(C)cc(-c2ccccc2)n1)c1ccco1	-9	2.1%
O=C(c1cccnc1)N(Cc1ccccc1)c1ccccc1	2	4.3%
O=C(NNC(=O)c1ccco1)c1ccccc1	6	0.3%
CCOC(=O)c1nnsc1N	3	4.8%
COC(=O)c1nc2n(n1)C(c1ccc(OC)c(OC)c1)C(C(=O)OC1CCCCC1)=C(C)N2 (centres undefined)	.	1.3%
CCCC1Cc2nc(Cl)c(C#N)cc2CO1 (centres undefined)	-12	.
CN1CCN(C2=C(Cl)C(=O)N(CCc3ccccc3)C2=O)CC1	-2	-4.6%
O=c1cc(CSc2ccccc2)[nH]c(=S)[nH]1	.	-4.5%
COc1cccc(NC(=O)CN(c2cccc(F)c2)S(C)(=O)=O)c1	-5	5.5%
Cc1ccc([N+](=O)[O-])cc1NC(=O)Cc1ccc(F)cc1	-1	-5.0%
COC(=O)c1ccccc1NC(=O)CN1CCCCC1	8	-3.8%
COCCn1c(SCc2cnc(-c3ccccc3)s2)nnc1-c1ccncc1	-7	-0.4%
COc1ccc(-c2ccc(SCC(=O)Nc3cccc(C(C)=O)c3)nn2)cc1OC	3	-1.7%
NS(=O)(=O)c1ccc(CCNCC(=O)N2CCC(Cc3ccccc3)CC2)cc1	-3	-6.0%
CCOCCCNC(=O)CC1Oc2ccc(C)cc2NC1=O (centres undefined)	8	6.8%

A second format for 5 compounds above:
Screens in order: Mtb RmlCD inh	GlmU inhibition
> CCOCCCNC(=O)CC1Oc2ccc(C)cc2NC1=O (centres undefined)
 : 8	6.8%
> O=C1N/C(=N/N=C/c2ccc(F)cc2)SC1c1ccccc1 (centres undefined)
 : 4	6.4%
> O=C(NNC(=O)c1ccco1)c1ccccc1
 : 6	0.3%
> C[C@H]1O[C@H]1P(=O)(O)O
 : .	11%
> NS(=O)(=O)c1ccc(CCNCC(=O)N2CCC(Cc3ccccc3)CC2)cc1
 : -3	-6.0%

Remaining list, next part.
SMILES	Mtb RmlCD inh	GlmU inhibition
Cc1ccnc(NC(=O)CCCOc2cc(=O)n(C)c3ccccc23)c1	-11	2.8%
CN(CCCC1CCCC1)C(=O)CCc1nnc(-c2ccccc2)o1	-17	-2.3%
CCCSc1nnc(NC(=O)c2nc(SC)ncc2Cl)s1	-12	-0.9%
O=C(c1ccc2c(c1)OCO2)C1CCCN(C(=O)NCc2ccccc2)C1 (centres undefined)	-8	7.2%
O=C(Cn1c(=O)n(CCCC(=O)NC2CCCC2)c(=O)c2ccccc21)NCCC1=CCCCC1	.	-3.5%
CCOC(=O)c1c(C)[nH]c(C(=O)COC(=O)COc2ccc(OC)cc2)c1C	-4	0.1%
Cc1cc(NS(=O)(=O)c2cccs2)no1	-9	0.6%
Cc1cccc(NC(=S)NC(=O)CCc2ccccc2)c1C	3	-3.0%
CCOC(=O)Nc1ccc(NC(=O)OCC)cc1	-7	3.8%
Brc1csc(C=Nc2ccc3c(c2)OCCOCCOCCOCCO3)c1	-4	-4.4%
O=C(NCCCNc1ccc(C(F)(F)F)cc1[N+](=O)[O-])c1ccc(Cl)cc1	10	1.2%
CCOc1cc(S(=O)(=O)NC2CCCCCC2)ccc1F	.	-2.5%
Clc1cccc(CNc2nnnn2-c2ccccc2)c1	.	-0.3%
Clc1ccc(OCCn2cnc3ccccc32)cc1	7	-0.1%
O=C(O)c1ccc(C=C(c2nc3ccccc3s2)c2nc3ccccc3s2)cc1	5	-0.7%
S=C(NNC(=S)NC1CC2CCC1C2)NC1CC2C=CC1C2 (centres undefined)	0	-0.2%
COC(=O)c1ccc(/C=N/NC(=S)NCCN2CCOCC2)cc1	4	-0.2%
CN(C)c1cc(-c2ccc(C#N)cc2)oc(=O)c1Cl	-14	3.9%
C[n+]1nc(Nc2cccc3ccccc23)sc1-c1ccc(C(=O)O)cc1	.	-3.1%
Cc1cccc(-c2nc3cc(NC(=O)C4CCCO4)ccc3o2)c1 (centres undefined)	.	3.3%
COC(=O)Cn1c(=O)c(=O)n(CC(=O)OC)c2ccccc21	6	6.2%
O=S(=O)(c1ccc(Cl)nc1)N1CCc2ccccc21	16	2.4%
O=C(c1ccccc1S(=O)(=O)NCC(O)COc1ccc([N+](=O)[O-])cc1)N1CCCCC1 (centres undefined)	.	-6.2%
CC(C)CC(=O)NCCCCc1ccccc1	4	-1.3%
O=[N+]([O-])c1ccc(N2CCSCC2)cc1	4	3.7%

Shown as a markdown table: entries from further up.
| structure | Mtb RmlCD inh | GlmU inhibition |
| --- | --- | --- |
| O=C(Cn1c(=O)n(CCCC(=O)NC2CCCC2)c(=O)c2ccccc21)NCCC1=CCCCC1 | . | -3.5% |
| CCOC(=O)c1c(C)[nH]c(C(=O)COC(=O)COc2ccc(OC)cc2)c1C | -4 | 0.1% |
| Cc1cc(NS(=O)(=O)c2cccs2)no1 | -9 | 0.6% |

(listing goes on)
SMILES	Mtb RmlCD inh	GlmU inhibition
COc1cccc(NC(=O)CN(C)CC(=O)Nc2ccc(Br)cc2)c1	-9	-3.0%
COC(=O)c1ccc(COc2cc([N+](=O)[O-])cc3cccnc23)cc1	-12	5.4%
CCCC[C@@H]1CNC(=O)C(=O)N1CCc1cccc2ccccc12	.	-0.1%
O=C(Nc1ccccc1)N(CCN1CCOCC1)Cc1ccccc1F	.	0.3%
COC(=O)c1cc[n+](CC(=O)c2ccccc2)cc1	-4	0.7%
CCN(CC)S(=O)(=O)c1ccc(-c2nnc(SCC(=O)N3c4ccccc4CC3C)n2CC)cc1 (centres undefined)	-12	-2.2%
O=S(=O)(NCCc1ccncc1)c1cc(Br)ccc1F	3	5.2%
C/C(=N/Nc1nc(-c2ccccc2F)nc2ccccc12)c1ccccc1O	4	2.2%
Cc1cc(C)nc(N=Nc2c(O)n(Cc3ccc(Cl)cc3)c3ccccc23)n1	-15	-5.5%
O=C(NC(=O)c1ccccc1F)OCc1ccc(Cl)cc1Cl	.	1.5%
Cc1ccccc1-c1nnnn1C1CCS(=O)(=O)C1 (centres undefined)	-6	3.1%
Cc1ccc(-c2nn(Cc3ccccc3)cc2/C=C/C(=O)O)cc1	11	4.5%
CCOc1ccccc1CN1CCN(C2CCSCC2)CC1CCO (centres undefined)	-8	2.4%
COCCCNC(=S)Nc1ccc(C)cc1[N+](=O)[O-]	3	2.5%
CCOC(=O)C1(CCOc2ccccc2)CCN(Cc2ccc(-n3cccn3)cc2)CC1	-1	-2.0%
Cc1ccccc1C(=O)c1cccn1CC(=O)NCCC1=CCCCC1	15	-3.0%
CCOc1ccccc1-n1nnnc1SCC(=O)O	.	0.1%
O=C(CSc1ncccn1)n1c2c(c3ccccc31)CCCC2	-6	1.1%
O=S(=O)(c1ccccc1)N1CCN(S(=O)(=O)c2ccccc2)C1	.	5.2%
CCC(=O)NCc1ccc2[nH]c(C)cc2c1	-2	-1.9%
NCCOc1ccc(C23CC4CC(CC(C4)C2)C3)cc1	10	-5.0%
CCn1c(SCC(=O)Nc2ccc(N3CCOCC3)cc2)nnc1-c1ccc(OC)cc1	.	3.3%
COc1cc(/C(C)=N/NC(=S)NC(C)C)cc(OC)c1OC	-9	-0.9%
CC1CN(Cc2cc(=O)n3ccsc3n2)CC(C)O1 (centres undefined)	.	-2.1%
O=C(Nc1nc2c(s1)CCCC2)c1cccnc1	-4	-0.9%
(listing goes on)
SMILES	Mtb RmlCD inh	GlmU inhibition
O=C(NCc1ccccc1)c1ccc(S(=O)(=O)N2CCCc3ccccc32)cc1	19	11%
O=C(c1ccc(Cl)cc1)c1cnc(Nc2ccccc2Cl)s1	11	-1.5%
CCOC(=O)c1c(-c2cccs2)csc1NC(=O)CCCC(=O)O	4	-5.6%
COCCSc1ccccc1C(=O)Nc1nncs1	.	-3.0%
Cc1ccc(C2CC(c3ccco3)n3nc(N)nc3N2)cc1 (centres undefined)	6	-1.0%
COC(=O)CCCCCN1C(=O)/C(=C\c2ccncc2)SC1=S	18	1.5%
COc1ccc(CNC(=O)c2c(O)c3cccc4c3n(c2=O)CCC4)cc1OC	.	-1.4%
COc1cc(OC)cc(C(=O)OCc2cc3ccccc3[nH]c2=O)c1	-8	.
O=C(c1ccc(Cn2cc(Br)cn2)o1)N1N=C(C(F)F)CC1(O)C(F)F (centres undefined)	1	-3.3%
NC(=S)N1OC[C@@H]2COc3ccc4ccccc4c3[C@@H]21	26	-1.4%
O=[N+]([O-])c1ccc(C2C3C(c4ccccc4)=NC4(CCCCC4)N32)cc1 (centres undefined)	1	2.9%
Nc1cc(=O)[nH]c(=O)n1-c1cccc(F)c1	-8	1.9%
Cc1nn(-c2ccccc2)c(Cl)c1/C=N/NC(=O)CNc1n[nH]c(=O)[nH]c1=O	8	2.4%
COC(=O)c1ccc2c(=O)n(Cc3ccc(C(=O)NC4CCCC4)cc3)c(=S)[nH]c2c1	.	-1.5%
NS(=O)(=O)c1ccc(N/C=C\C(=O)c2ccc(F)cc2)cc1	3	-0.9%
O=C(COC(=O)c1ccc(S(=O)(=O)NCc2ccco2)cc1)c1ccccc1	.	3.2%
COc1cc(C2c3c(oc4cc(C)c(C)cc4c3=O)C(=O)N2c2cc(C)ccn2)ccc1O (centres undefined)	.	6.4%
COc1ccc(CN(CCCN2CCOCC2)C(=O)Nc2ccccc2)cc1OC	-5	3.5%
O=C(COC(=O)C12CC3CC(CC(Br)(C3)C1)C2)N1CCOCC1	-5	-5.2%
CC1Cc2ccccc2N1CC(=O)Nc1ccc2c(c1)OC(F)(F)O2 (centres undefined)	.	0.8%
O=C(COC(=O)CCc1ccccc1)NC12CC3CC(CC(C3)C1)C2	.	-1.8%
CCN(CC)S(=O)(=O)c1ccc(C(=O)/C=C/c2ccc(-c3ccc([N+](=O)[O-])cc3)o2)cc1	21	0.6%
CCN(CC)Cc1csc(C(N)=O)c1	.	-2.0%
N/C(=N\N=C\c1ccco1)SC1CC(=O)N(c2ccccc2)C1=O (centres undefined)	.	0.8%
O=C(NCCCn1ccnc1)C1c2ccccc2Oc2ccccc21	3	-4.5%

Brought forward from above: 3 compounds, followed by the next part.
SMILES	Mtb RmlCD inh	GlmU inhibition
CCN(CC)Cc1csc(C(N)=O)c1	.	-2.0%
N/C(=N\N=C\c1ccco1)SC1CC(=O)N(c2ccccc2)C1=O (centres undefined)	.	0.8%
O=C(NCCCn1ccnc1)C1c2ccccc2Oc2ccccc21	3	-4.5%
Cc1cc(C)c2c(N)c(C(=O)NCC3CCCCC3)sc2n1	-10	0.9%
CCOc1ccc2nc(NC(=O)C3CCN(c4cnccn4)CC3)sc2c1	.	2.7%
O=C1c2ccccc2C(=O)C1c1ccccc1	.	1.0%
CCCCN(C)CC(O)Cn1cc(/C=C/C(=O)c2cccs2)c2ccccc21 (centres undefined)	-9	-2.0%
CC(C)COc1ccc(C(=O)N(Cc2ccco2)C2CCS(=O)(=O)C2)cc1 (centres undefined)	10	2.9%
Cc1ccc(CNC(=O)c2ccc3c(=O)c(O)c(-c4ccc(C)cc4)[nH]c3c2)cc1	.	-1.1%
Cc1cc(-c2nnc3n2N=C(c2ccc(-c4ccccc4)cc2)CS3)n[nH]1	8	2.8%
O=C(OCC(=O)N1CCCCC1)c1cc(NS(=O)(=O)c2ccc(Cl)c([N+](=O)[O-])c2)ccc1O	-11	0.1%
COC(=O)c1c(CSc2cccc(C)c2)noc1C(=O)NCc1ccco1	9	3.3%
O=C(Nc1ccc(Cl)cc1)C1CC(=O)n2c(nc3ccccc32)N1 (centres undefined)	8	-7.7%
COc1ccc(CCNS(=O)(=O)c2cccc3cccnc23)cc1OC	-8	-0.5%
O=C(CCS(=O)(=O)Cc1ccccc1)N1CCN(c2ccccc2)CC1	.	9.8%
C[C@H]1OC[C@@H](C[N+](C)(C)C)O1	.	3.5%
CCCCCCCCCCCCC(=O)CCCCC(=O)O	-11	-2.7%
O=C(NCCCN1CCOCC1)[C@@H]1CSC2c3ccccc3C(=O)N21 (some centres undefined)	10	-2.0%
O=C(COc1ccc(Br)cc1Cl)Nn1cnnc1	7	-6.1%
CC(=C/c1ccccc1)/C=N/NC(=O)c1ccccn1	16	1.5%
CCCCN(CC)Cc1ccc(CNC(=O)Nc2ccc(Cl)cc2)o1	.	-9.2%
O=C(CCCCCN1C(=O)c2ccccc2C1=O)Nc1ccccc1	-6	3.4%
CCNC(=O)Cn1c(=O)c(=O)n(Cc2ccccc2)c2ccc(Cl)cc21	-17	-3.4%
COc1cc2c(c(OC)c1CC=C(C)C)C[C@H](c1ccc(O)cc1O)CO2	.	4.6%
Cc1ccc(/C=N/NC(=O)Nc2ccccc2)o1	.	0.6%
NC(=S)Nc1nccc(-c2cccs2)n1	-5	-1.1%
CCNC(=S)NNC(=O)c1ccc(OC)cc1	.	2.4%
